Assay outcomes (PubChem BioAssay)
TbREL1 primary – TbREL1 inhibition, primary screen; P86926; TbREL1 RNA ligation, FRET fluorescence; inhibition, % at 9.66 µM; hit rate 0.49% among 89,000; AID 1117264;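 active means inhibition above the mean inhibition across all screened compounds plus 3 SD, cut at about 11% in these data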;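 further: 0% = plate median of test wells and 100% = NSC42067 control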
Target sequence (P86926 whole entry, looked up): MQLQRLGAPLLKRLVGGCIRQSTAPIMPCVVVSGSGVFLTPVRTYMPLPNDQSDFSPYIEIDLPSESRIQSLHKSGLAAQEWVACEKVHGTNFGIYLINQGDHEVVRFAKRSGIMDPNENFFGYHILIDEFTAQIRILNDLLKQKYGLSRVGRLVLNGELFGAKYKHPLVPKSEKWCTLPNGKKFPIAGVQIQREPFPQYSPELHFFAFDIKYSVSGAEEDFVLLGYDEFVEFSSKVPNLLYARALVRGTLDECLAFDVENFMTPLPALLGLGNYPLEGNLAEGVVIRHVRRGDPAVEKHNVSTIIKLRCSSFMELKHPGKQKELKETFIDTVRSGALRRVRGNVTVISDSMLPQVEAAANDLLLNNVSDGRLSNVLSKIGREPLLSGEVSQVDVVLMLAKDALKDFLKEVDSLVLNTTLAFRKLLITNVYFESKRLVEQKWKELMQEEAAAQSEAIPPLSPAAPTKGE
* = called active by the depositor.

Start of the listing, in advance (four entries):
SMILES	TbREL1 primary
CCN=C1NC(c2ccccc2C(F)(F)F)C(C(=O)OC)=C(C)N1Cc1ccc(C(F)(F)F)cc1 (stereo not drawn)	12*
CCO[C@H]1OC(C(=O)N2CCN(C)CC2)=C[C@@H](C(C)(C)C)[C@@H]1CCCO	-2
Cc1ccccc1Nc1ncccc1C(=O)N1CCOCC1	1
CCOC(=O)CSC1=C(C#N)C(c2ccccc2OCC)C(C(=O)OCC)C(=O)N1 (stereo not drawn)	-2

All compounds of this part, from the start:
SMILES	TbREL1 primary
CCN=C1NC(c2ccccc2C(F)(F)F)C(C(=O)OC)=C(C)N1Cc1ccc(C(F)(F)F)cc1 (stereo not drawn)	12*
CCO[C@H]1OC(C(=O)N2CCN(C)CC2)=C[C@@H](C(C)(C)C)[C@@H]1CCCO	-2
Cc1ccccc1Nc1ncccc1C(=O)N1CCOCC1	1
CCOC(=O)CSC1=C(C#N)C(c2ccccc2OCC)C(C(=O)OCC)C(=O)N1 (stereo not drawn)	-2
O=C(c1ccc2c(c1)OCO2)N1CCN=C1SCc1ccccc1	-4
CCOC(=O)C(C)Sc1nc(-c2cccs2)ccc1C#N (stereo not drawn)	1
O=C(c1nc2ccc(Cl)cn2c1CNCC[C@@H]1C[C@@H]2C=C[C@H]1C2)N1CCCCCCC1	-3
O=C(NCc1ccc2c(c1)OCO2)c1cnc2ccccn2c1=O	0
COc1ccc(-c2cc3ccccc3oc2=O)cc1	-1
COc1ccc(-c2cc(C(F)F)n3ncc(C(=O)NCCCN4CCCC4=O)c3n2)cc1	0
CN/N=C/c1ccc(C#N)cc1	3
O=c1c(-c2ccc3c(c2)OCCO3)coc2cc(OC3OC(CO)C(O)C(O)C3O)ccc12 (stereo not drawn)	4
NC1=NS(=O)(=O)Nc2ccccc21	-3
CCN(c1ccccc1)S(=O)(=O)c1ccc(N)cc1	1
Cc1cnc(C(=O)OCC(=O)NCc2ccccc2)cn1	1
C[C@@H]1CN([C@H](C)CO)C(=O)c2cc(NS(=O)(=O)c3cn(C)cn3)ccc2O[C@H]1CN(C)C(=O)Nc1ccccc1	1
CC(C)CCn1c(NCCc2ccccc2)nc2c1c(=O)n(C)c(=O)n2C	2
Cc1cc(C)c(S(=O)(=O)/N=C2\C=C(NS(=O)(=O)c3ccccc3)C(=O)c3ccccc32)c(C)c1	2
CC(=O)Nc1ccc(NC(=O)COC(=O)[C@@H]2CCCN2C(=O)c2cccs2)cc1	-3
COC(=O)C1=C(C(=O)OC)[C@]2([C@H]3CCCCN[C@@H](Cc4ccccc4)C(=O)N3Cc3ccccc3)C=C[C@H]1O2	-3
CC(=O)Nc1ccc(S(=O)(=O)NCc2ccc(C(=O)NCCN(C)Cc3ccccc3)cc2)cc1	-4
CCC1(c2ccc(F)cc2)NC(=O)N(CC(=O)Nc2cccc(S(=O)(=O)N3CCCC3)c2)C1=O (stereo not drawn)	3
NC(Cc1ccc(C(F)(F)F)cc1)c1csc(NC(=O)Nc2ccccc2Oc2ccccc2)n1 (stereo not drawn)	7
CC(=O)Nc1cccc(-c2ccnc3c2CC(C)(C(=O)NCCc2ccccc2)O3)c1 (stereo not drawn)	-1
CC[C@@H]1C(c2ccc(F)cc2)=NN(c2ccc(Br)cc2)[C@H]1C(=O)N1CCOC1=O	5
(list continues)
SMILES	TbREL1 primary
CCC(C)CNC(=O)CSc1nnc(-c2cccnc2)n1C1CCCCC1 (stereo not drawn)	-4
COc1ccc(-c2nnnn2C)cc1S(=O)(=O)NCCc1ccccc1	7
COCCC(=O)N1CCC(Oc2ccc(C(=O)NC3CCCCC3)cc2)CC1	0
Cc1[nH]c2ccccc2c1CCO	-3
CCCOc1nc(N)c(C#N)c(-c2ccccc2F)c1C#N	4
C[C@@H]1CN([C@H](C)CO)C(=O)CCCn2cc(nn2)CO[C@H]1CN(C)S(=O)(=O)c1cccc(C#N)c1	4
O=C(Nc1cccc(S(=O)(=O)N2CCCCC2)c1)c1ccc2ccccc2n1	3
Cc1c(S(=O)(=O)NC(C)c2ccccc2)c(=O)n(C)c(=O)n1C (stereo not drawn)	1
Cc1ccc(OC(C)C(=O)N2CCN(c3ccccn3)CC2)cc1 (stereo not drawn)	-1
O=C(Nc1ccccc1C(=O)NCc1ccccc1)c1ccccc1	3
COc1ccc(-c2cc(C(=O)Nc3ccccc3)on2)cc1	6
CCCC(C)C(=O)Nc1nnc(C)s1 (stereo not drawn)	2
CCN(CC)CCNC(=O)c1ccc2c(=O)n(C3CCCC3)c(=S)[nH]c2c1	-1
CC(=O)c1sc(NC(=O)CCS(=O)(=O)c2ccc(Cl)cc2)nc1C	3
CC(=O)c1ccc(-c2ccc(C(=O)Nc3nc(C)c(C(C)=O)s3)o2)cc1	4
Cc1ccccc1S(=O)(=O)Nc1ncnc2ccccc12	1
COc1cccc(CNC(=O)CN2c3cccc4cccc(c34)S2(=O)=O)c1	-2
COC(=O)/C(=N\Nc1ccccc1)Sc1nnc(-c2ccc(OC)cc2)n1C	1
COc1ccc(Br)cc1CN1CCN(S(=O)(=O)Cc2ccccc2)CC1	1
CCc1nc(NCC2CCCO2)c(C#N)c2c1COC(C)(C)C2 (stereo not drawn)	0
Cc1ccccc1-n1c(-c2ccc(Cl)cc2)cnc1SCC(=O)NC1CCS(=O)(=O)C1 (stereo not drawn)	1
CCc1ccc(OCCNc2cc(N3CCNC(C)C3)ccc2[N+](=O)[O-])cc1 (stereo not drawn)	12*
O=C(NCc1cccnc1)C1CC(=O)N(CCc2ccccc2)C1 (stereo not drawn)	-2
CC(Oc1ccccc1)C(=O)NC1CCCCCCC1 (stereo not drawn)	-3
CCCC(=O)N1CCCC(c2nc(-c3cccc(OC)c3)no2)C1 (stereo not drawn)	0

Reprinted from the part before: two compounds; new compounds follow.
SMILES	TbREL1 primary
CC(Oc1ccccc1)C(=O)NC1CCCCCCC1 (stereo not drawn)	-3
CCCC(=O)N1CCCC(c2nc(-c3cccc(OC)c3)no2)C1 (stereo not drawn)	0
CC(C)NS(=O)(=O)c1ccc(OCC(=O)Nc2ccc3c(c2)OCCO3)cc1	3
N#Cc1ccc(-c2ccc(F)cc2)nc1Oc1ccc(Cl)c(Cl)c1	6
Cc1ccc(NS(=O)(=O)c2c(C)[nH]c(=O)[nH]c2=O)cc1C	2
CCOc1nc(-c2ccc(C)cc2)ccc1-c1noc(COC)n1	0
C[C@@H](CN1C2=NC[C@H](Cc3ccc(O)cc3)N2C[C@H]1Cc1ccc(O)cc1)NC(=O)CCC1CCCCC1	6
C=CCn1c(Cc2cccs2)nnc1SCC(=O)Nc1ccc(OCc2ccccc2)cc1	3
COc1ccccc1Cc1c(C2CCCCC2)nc2ccc(C)cn12	-2
O=C(COC(=O)C12CC3CC(CC(O)(C3)C1)C2)Nc1ccc(Cl)c(S(=O)(=O)N2CCOCC2)c1	0
COC(=O)C1Cc2ccccc2CN1C(=O)CCl (stereo not drawn)	0
CC(C)(C)OCC(O)CN1CCN(C(=O)c2ccccc2)CC1 (stereo not drawn)	-1
O=C(CSCc1ccc(Cl)cc1)Nc1cccc(C(=O)Nc2ccccc2C(=O)O)c1	2
CC1CCCC(NC(=O)COC(=O)/C=C/c2ccc(S(=O)(=O)N3CCOCC3)cc2)C1C (stereo not drawn)	2
FC(F)(F)c1ccc(NC(=S)NCc2ccccc2)cc1	-3
COC(=O)C[C@@H]1CC[C@@H]2[C@@H](COc3ccc(NC(C)=O)cc3C(=O)N2C)O1	6
CC(C)(C)OC(=O)NCCCCCc1cn([C@@H](CO)C(=O)NCCCCCCCCCCC(=O)N2CCN(C(=O)OC(C)(C)C)CC2)nn1	-2
CCOC(=O)c1cnc2ccccc2c1NCCc1ccc(OC)c(OC)c1	-1
CC1CC1C(=O)N(CCC1=CCCCC1)c1c(N)n(Cc2ccccc2)c(=O)[nH]c1=O (stereo not drawn)	-4
COc1ccc2oc(C(F)(F)C(F)F)cc(=O)c2c1	2
COC(=O)c1ccc(NC(=O)c2ccccc2N(C)S(=O)(=O)c2ccccc2)cc1	4
CCOc1ccccc1OCC(=O)NC1CCSc2ccccc21 (stereo not drawn)	-2
CCN(C(=O)COC(=O)c1ccc(Sc2ncn[nH]2)c([N+](=O)[O-])c1)c1ccccc1C	-3
COc1cccc(CNC(=O)CC(NC(=O)c2ccccc2)c2ccccc2)c1 (stereo not drawn)	0
C=C(C)Cn1c(CCNC(=O)CC)nc2ccccc21	1
O=c1[nH]c2cccc(F)c2n2cccc12	1
O=S(=O)(c1ccc(OCC(O)CN2CCc3ccccc3C2)cc1)N1CCOCC1 (stereo not drawn)	0

4 entries from above, ordered by the number in TbREL1 primary, falling:
| Structure | TbREL1 primary |
| --- | --- |
| C[C@@H](CN1C2=NC[C@H](Cc3ccc(O)cc3)N2C[C@H]1Cc1ccc(O)cc1)NC(=O)CCC1CCCCC1 | 6 |
| CC(C)NS(=O)(=O)c1ccc(OCC(=O)Nc2ccc3c(c2)OCCO3)cc1 | 3 |
| O=C(COC(=O)C12CC3CC(CC(O)(C3)C1)C2)Nc1ccc(Cl)c(S(=O)(=O)N2CCOCC2)c1 | 0 |
| CCN(C(=O)COC(=O)c1ccc(Sc2ncn[nH]2)c([N+](=O)[O-])c1)c1ccccc1C | -3 |

Further records.
SMILES	TbREL1 primary
CCOC(=O)c1oc2ccccc2c1NC(=O)c1cccc(OC)c1OC	1
Cc1onc(-c2ccccc2)c1C(=O)N1CCN(C/C=C/c2ccccc2)CC1	2
CCc1cccc(C)c1NC(=O)COC(=O)CNC(=O)c1cccs1	-1
COc1cccc(Nc2ncnc3ccc(Br)cc23)c1	-2
COc1ccc(S(=O)(=O)N2CCN(c3ccccc3)CC2)cc1C(=O)N1CCCC1	9
OC(c1ccccc1)(c1nc(/C=C/c2ccccc2)cs1)C(F)(F)F (stereo not drawn)	1
FC(F)(F)C1=CC(c2ccc(Cl)cc2)=NCCN1	6
Cc1c(NC(=O)CSc2nc(-c3ccco3)cc(C(F)(F)F)n2)c(=O)n(-c2ccccc2)n1C	1
COCCCn1c2nc3ccccc3nc2c2c(=O)n(Cc3ccc(Cl)cc3)cnc21	1
C/C(=N\NC(=S)NC(C)C)c1ccccc1OC(F)F	-6
Cc1ccc(-c2nn(-c3ccccc3)cc2CN(Cc2ccccc2)C(=O)CCC(=O)O)o1	-4
CCN(CC)S(=O)(=O)c1ccc(NC(=O)C(OC)c2ccccc2)cc1 (stereo not drawn)	-1
COC(=O)c1sccc1NC(=S)N1CCC(C(N)=O)CC1	-1
O=[N+]([O-])c1ccccc1-c1cc(-c2cc(Cl)ccc2O)n[nH]1	-3
S=C(Nc1ccccc1Oc1ccccc1)Nc1cccc(Cl)c1Cl	2
O=C(c1ccc(Cl)cc1Cl)N1CCC(C(=O)N2CCOCC2)CC1	3
Cc1ccc(C(=O)OCC(=O)NCc2ccco2)cc1S(=O)(=O)N1CCOCC1	2
CCN1C(=O)/C(=C2/SC(C)=C(C)N2CC)SC1=S	-6
Cc1nnc(NC(=O)C2CCCC2)s1	2
Cc1nn(CC(=O)N2CCN(C34CC5CC(CC(C5)C3)C4)CC2)c(C)c1[N+](=O)[O-]	-3
CCOC(=O)CSc1nc(C)cc(C)c1C#N	-1
O=C(Nc1cccc(Br)c1)OC1CC2CC1[C@H]1CCCCN1C2 (stereo partly drawn)	6
COc1ccc(S(=O)(=O)N(CCCN2CCCC2=O)Cc2cc3c(C)ccc(C)c3[nH]c2=O)cc1	-1
N#Cc1cccc(NC(=O)c2cc(C3CCCCN3S(=O)(=O)c3ccccc3)on2)c1 (stereo not drawn)	-2
COc1ccc(-c2cc3ccccc3s2)cc1[C@H]1[C@H]2C=CC[C@@H](C)[C@@H]2C(=O)N1Cc1ccccc1	0
Additional records.
SMILES	TbREL1 primary
O=C(Nc1c2c(nn1-c1ccccc1)CS(=O)(=O)C2)c1ccccc1Br	3
CCN(CC)S(=O)(=O)c1ccc(S(=O)(=O)N2CCCC(C(=O)NC3CC3)C2)cc1 (stereo not drawn)	3
O=C(c1cccc(Br)c1)c1coc2ccc(O)cc12	7
O=C(O)c1ccc2c(c1)CC(c1ccccc1)OC2=O (stereo not drawn)	-1
O=C(COC(=O)CNC(=O)c1ccccc1Cl)NC1CC1	7
CNc1nc2c3ccccc3n(C(C)=O)c2s1	4
Cc1cc2nnc(SCC(=O)NCc3cccs3)n2c2ccccc12	-2
COc1ccccc1N1CCN(C2CCCN(Cc3cccc(O)c3)C2)CC1 (stereo not drawn)	-3
C/C(=N\NC(=O)c1cccs1)c1ccc2c(c1)OCO2	-1
Cc1ccc2nc(C3CCN(CC(=O)Nc4ccc5c(c4)OCCO5)CC3)[nH]c2c1	-4
COC(=O)c1ccc(CSc2nnc(-c3ccncc3)o2)o1	-1
COc1ccc(/C=N/Nc2c(Cl)cc(Cl)cc2Cl)cc1CN1CCOCC1	-4
CN(Cc1ccccc1)C(=O)C1CCCN(Cc2cccc(Cl)c2)C1 (stereo not drawn)	10
CC(=O)OC1(C(C)=O)CCC2C3CC4OC45CC(O)CCC5(C)C3CCC21C (stereo not drawn)	-4
COc1cc(C(=O)N2CCN(Cc3ccc4c(c3)OCO4)CC2)cc(OC)c1OC	5
Cc1cc([N+](=O)[O-])nn1CCCC(=O)Nc1ccc(Cl)cc1Cl	4
CCN(Cc1nc2cc(Cl)ccc2c(=O)[nH]1)C(=O)c1ccc(C)c(NC(=O)c2ccco2)c1	-1
O=C(COC(=O)/C=C/c1ccc(C(F)(F)F)cc1)NCC1CCCCC1	0
COc1ccccc1-c1nnc(SCC(=O)Nc2ccc(S(N)(=O)=O)cc2)n1N	2
N#Cc1cccc(Cn2ccc3ccc(-c4ccc5ccn(Cc6ccccc6)c5c4)cc32)c1	2
COc1ccc(-c2ccc(CN3C(CC(C)C)C(=O)N(Cc4cn(CC5CCCCC5)nn4)CCS3(=O)=O)cc2)cn1 (stereo not drawn)	-3
Cc1ccc(C(=O)NC2CCN(C(=O)NC3CCCCC3)CC2)cc1	0
Cc1ccc(S(=O)(=O)N2CCCC2)cc1C(=O)NCC(C)(C)N1CCOCC1	1
O=C(NCCc1c[nH]c2ccccc12)OCc1cn(Cc2cccc(Cl)c2)nn1	-4
O=C(COC(=O)Cc1ccccc1[N+](=O)[O-])Nc1nnc(-c2ccccc2)o1	2

These rows are one share of the data, so the mix of outcomes need not match the whole.
